Screening data (PubChem BioAssay)
DTT redox prof: compounds producing H2O2 with reducing agent – biochemical, NIH compound library profiling, artefact control for MLSCN library redox annotation, primary screen; DTT-dependent redox cycling H2O2, phenol red/HRP absorbance; 100% = 100 µM peroxide control, 0% = buffer; activation, % at 10 µM; AID 878, 2007; 200,000 tested, 0.03% active;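 active = activation of at least 50% relative to the plate's high and low controls in the primary single-dose screen; inactive = activation below 50%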;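 also: compound incubated with DTT at 0.8 mM final as the reducing agent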
Hsp70 activator: Hsp70 transcriptional activators, primary screen, cell-based, HeLa, Hsp70 promoter luciferase, luminescence, 10 µM; HeLa Hsp70 promoter luciferase reporter; scaled: vehicle 0, proteasome-inhibitor control 100%; activation, % at 10 µM; 200,000 tested, 0.04% active;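 active = activation above the mean across all tested compounds plus 3 SD, cutoff set per campaign, cut at about 5.5% in these data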;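 also: 100% = MG132 at 30 µM as the positive control and 0% = DMSO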
Diaph inh CS: diaphorase inhibitors and chemical oxidizers, primary screen, counter-screen for diaphorase-coupled primary assays, biochemical, uHTS, resorufin fluorescence; diaphorase resazurin-to-resorufin fluorescence, NADH, 16 min; bacterial (C. kluyveri) enzyme, not human; 190,000 tested, 0.69% active; inhibition, % at 20 µM; AID 1217, 2008;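 active = primary screen inhibition at 20 µM above a set limit, cut at about 50% in these data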;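 also: plate controls were DMSO with full reaction for no effect and wells lacking NADH for full effect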
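Detection: fluorescence of resorufin formed from resazurin, Ex 544/Em 590 nm; test system: Clostridium kluyveri diaphorase enzyme; amount: 0.14 U/mL diaphorase, enzyme working solution; times: 16-min room-temperature incubation before reading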
Diaph act CS: compounds boosting diaphorase resazurin reduction – biochemical, uHTS, resorufin fluorescence, counter-screen for diaphorase-coupled primary assays, primary screen; Diaphorase/resazurin coupled assay, 16 min; hits give high values; 1 = vehicle wells, 0 = NADH-free wells; 190,000 tested, 0.005% active; AID 1229, 2008; activation factor at 20 µM;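 active = diaphorase activity raised at least twofold by the compound at 20 µM; inactive = activation factor below 2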
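test system = bacterial diaphorase enzyme (C. kluyveri) | quantity = enzyme 0.07 U/mL final | reagent = NADH substrate 0.114 mM plus resazurin dye 0.1 mM, final | incubation = 16 min enzyme reaction, ambient temperature | buffer or medium = HEPES pH 7.4 buffer with MgCl2 and Tween 20 | signal = fluorescence of resorufin, 544 nm excitation, 590 nm emission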
S1P3 antagonist: S1P3 receptor antagonists, primary screen, cell-based; Sphingosine 1-phosphate receptor 3 (Homo sapiens), Q99500; CHO S1P3 NFAT-BLA reporter, FRET fluorescence, antagonist mode; inhibition, % at 4.98 µM; 170,000 tested, 0.27% active; AID 485, 2006;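 active = inhibition above the plate cutoff, the mean inhibition of test wells on that plate plus 3 SD, cut at about 28% in these data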;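 also: cells challenged with S1P at its EC80 of 0.8 µM; blue over green emission ratio from cleaved BLA substrate after 4 h stimulation; 0% = S1P-stimulated wells and 100% = unstimulated DMSO-only wells; some compounds past the cut are filed as inactive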
RAM inhibit: inhibitors of the yeast RAM network, primary screen, dse1pr::URA3 reporter, 5-FOA selection | AID 868, 2007 | S. cerevisiae dse1pr::URA3 reporter, 5-FOA growth OD615, 2 d; analog-sensitive cbk1-as2 kinase mutant strain | 190,000 tested, 1.8% active | inhibition, % at 50 µM;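 active = inhibition above a set limit, 3 SD over mean compound inhibition, cut at about 8.4% in these data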;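 also: 0% = DMSO-only wells with no growth and 100% = 10 µM 1-NA-PP1 full growth; inhibition rescues growth on 5-FOA so higher OD means more RAM inhibition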
PMI activator: activators of human PMI, primary screen, biochemical, fluorescence intensity, near-Km mannose 6-phosphate | Mannose-6-phosphate isomerase (Homo sapiens), P34949 | purified human PMI, coupled resazurin fluorescence, 20 min; hits give high values; 1 = vehicle control, 0 substrate-free wells | activation factor at 20 µM | 190,000 tested, 0.005% active;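 active = activation factor of 2 or more at 20 µM, relative to plate controls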
G6PDH CS: L. mesenteroides G6PDH inhibitors, counter-screen for G6PDH-coupled screening assays, biochemical, Leuconostoc mesenteroides enzyme. Purified L. mesenteroides G6PDH, diaphorase/resazurin coupled fluorescence, 45 min. 200,000 tested, 0.12% active. inhibition, % at 5 µM. glucose-6-phosphate dehydrogenase [Leuconostoc mesenteroides]
PMI act satM6P: human PMI activators, high substrate, primary screen, biochemical, fluorescence intensity, near-saturating mannose 6-phosphate; 190,000 tested, 0.34% active; coupled PMI enzyme assay, resazurin fluorescence, 20 min; hits give high values; 1 = untreated enzyme, 0 = substrate-free blank; AID 1216, 2008; Mannose-6-phosphate isomerase (Homo sapiens), P34949; activation factor at 20 µM;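 active = activation factor of 2 or more at 20 µM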
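Test system – human PMI in coupled enzyme assay · Timing – 20 min incubation at room temperature · Detection – Diaphorase-driven resazurin-to-resorufin fluorescence, excitation 544, emission 590 nm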
L major viab: Leishmania major promastigote growth inhibition, primary screen. 200,000 tested, 9% active. Leishmania major promastigotes, resazurin fluorescence viability. AID 1063, 2008. inhibition, % at 10 µM;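 also: promastigotes grown with compound for 44 hours at 28 °C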
TLR4-MyD88 BLA: inhibitors of TLR4-MyD88 association in cells, primary screen, cell-based, HeLa CL3-4, BLA complementation, FRET ratio. Toll-like receptor 4 (Homo sapiens) + Myeloid differentiation primary response protein …. HeLa CL3-4 TLR4/MyD88 BLA complementation. inhibition, % at 8.4 µM. 200,000 tested, 0.18% active. AID 861, 2007; in the data active = inhibition above about 25%;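 also: 0% = vehicle and 100% = reference inhibitor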
Target sequence (O00206 whole entry, looked up): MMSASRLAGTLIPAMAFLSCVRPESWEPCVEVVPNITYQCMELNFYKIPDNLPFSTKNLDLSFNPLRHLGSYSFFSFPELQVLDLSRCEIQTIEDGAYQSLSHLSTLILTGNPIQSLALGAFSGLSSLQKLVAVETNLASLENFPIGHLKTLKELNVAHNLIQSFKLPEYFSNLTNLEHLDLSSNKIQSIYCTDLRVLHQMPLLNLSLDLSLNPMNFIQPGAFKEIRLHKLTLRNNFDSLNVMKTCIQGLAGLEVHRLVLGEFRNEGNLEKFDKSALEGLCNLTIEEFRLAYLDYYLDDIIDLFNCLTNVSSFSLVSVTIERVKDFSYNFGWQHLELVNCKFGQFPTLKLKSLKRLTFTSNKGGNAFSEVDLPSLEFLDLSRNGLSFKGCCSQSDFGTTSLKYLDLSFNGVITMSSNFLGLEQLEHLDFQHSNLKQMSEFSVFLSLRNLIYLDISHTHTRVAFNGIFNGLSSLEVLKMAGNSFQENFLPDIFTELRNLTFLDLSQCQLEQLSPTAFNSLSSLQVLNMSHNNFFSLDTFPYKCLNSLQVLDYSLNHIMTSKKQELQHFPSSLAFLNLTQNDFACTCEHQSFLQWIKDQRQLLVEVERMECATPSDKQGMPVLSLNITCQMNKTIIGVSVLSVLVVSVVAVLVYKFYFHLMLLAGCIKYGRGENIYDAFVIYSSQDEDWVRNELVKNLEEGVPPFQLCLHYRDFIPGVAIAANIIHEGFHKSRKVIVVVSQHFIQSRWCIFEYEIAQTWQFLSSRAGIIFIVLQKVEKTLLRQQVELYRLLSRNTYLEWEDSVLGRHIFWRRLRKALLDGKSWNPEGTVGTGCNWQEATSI
Target sequence (Q99836 whole entry, looked up): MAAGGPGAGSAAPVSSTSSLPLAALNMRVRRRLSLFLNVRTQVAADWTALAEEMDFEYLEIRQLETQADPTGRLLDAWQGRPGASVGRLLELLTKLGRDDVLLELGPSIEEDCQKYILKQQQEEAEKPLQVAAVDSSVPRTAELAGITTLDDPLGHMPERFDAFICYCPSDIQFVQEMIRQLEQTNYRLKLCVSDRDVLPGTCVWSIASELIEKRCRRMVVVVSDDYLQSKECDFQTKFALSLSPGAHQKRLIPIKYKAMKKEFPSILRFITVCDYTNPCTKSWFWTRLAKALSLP
* marks the source's active call; other numbers are inactive results. Rule as the data show it, unless noted: active = inhibition above about 50%; inactive = the rest.

Results for CC(C)CCNC(=O)C(c1ccco1)N(Cc1ccccc1)C(=O)c1snc(C(N)=O)c1N (stereo unspecified) ?
DTT redox prof: -2.7; Hsp70 activator: -0.1; Diaph inh CS: 22; Diaph act CS: 0.8; S1P3 antagonist: 18; RAM inhibit: 1.5; PMI activator: 0.9; G6PDH CS: 5; PMI act satM6P: 1; L major viab: 5; TLR4-MyD88 BLA: -11

How did O=C1/C(=C\c2ccccc2Cl)SC(=S)N1CCC(=O)N1CCCc2ccccc21 do in these assays?
DTT redox prof: -0.6; Hsp70 activator: -0.3; Diaph inh CS: 0; Diaph act CS: 1; S1P3 antagonist: -5; RAM inhibit: 6.1; PMI activator: 0.9; G6PDH CS: 8; PMI act satM6P: 0.9; L major viab: 98*; TLR4-MyD88 BLA: -9

Results for CCOC(=O)c1sc(NC(=O)CSc2nnc(C)s2)c(C(=O)OCC)c1C ?
DTT redox prof: 0.3; Hsp70 activator: 0.1; Diaph inh CS: 35; Diaph act CS: 0.7; S1P3 antagonist: 19; RAM inhibit: 2.0; PMI activator: 0.9; G6PDH CS: -4; PMI act satM6P: 0.9; L major viab: 11; TLR4-MyD88 BLA: 13

Results for CCOC(=O)N1CCC(NC(=O)CCc2nc(-c3ccccc3F)no2)CC1 ?
DTT redox prof: -0.1; Hsp70 activator: 0.7; Diaph inh CS: 9; Diaph act CS: 0.9; S1P3 antagonist: -12; RAM inhibit: 1.1; PMI activator: 1.1; G6PDH CS: -5; PMI act satM6P: 1; L major viab: -8; TLR4-MyD88 BLA: -12

Results for Cc1ccc2c(Cl)cc(Cl)c(OCC(=O)N(C(C)C)C(C)C)c2n1 ?
DTT redox prof: -0.1; Hsp70 activator: -0.3; Diaph inh CS: 20; Diaph act CS: 0.8; S1P3 antagonist: 11; RAM inhibit: 1.9; PMI activator: 0.8; G6PDH CS: 9; PMI act satM6P: 0.7; L major viab: 24; TLR4-MyD88 BLA: -4

Results for Cc1cccc(OCCNc2cc(N3CCN(C)CC3)ccc2[N+](=O)[O-])c1 ?
DTT redox prof: 0.1; Hsp70 activator: -0.1; Diaph inh CS: 11; Diaph act CS: 0.9; S1P3 antagonist: 28; RAM inhibit: 0.8; PMI activator: 0.9; G6PDH CS: 13; PMI act satM6P: 0.8; L major viab: 48; TLR4-MyD88 BLA: 12

What do the screens show for `CCOc1cc(N2CCOCC2)c(OCC)cc1NC(=O)COC(=O)c1cccc2ccccc12`?
DTT redox prof: 0.6; Hsp70 activator: -0.5; Diaph inh CS: 18; Diaph act CS: 0.8; S1P3 antagonist: -22; RAM inhibit: 1.7; PMI activator: 0.8; G6PDH CS: -19; PMI act satM6P: 0.8; L major viab: 3; TLR4-MyD88 BLA: -11

How did N#C/C(=C(/O)CCl)c1nc2ccccc2[nH]1 do in these assays?
DTT redox prof: -0.5; Hsp70 activator: -0.2; Diaph inh CS: 29; Diaph act CS: 0.7; S1P3 antagonist: -8; RAM inhibit: 0.2; PMI activator: 1.1; G6PDH CS: -6; PMI act satM6P: 0.7; L major viab: 35; TLR4-MyD88 BLA: -18

Results for CCN(CC)CCCN1C(=O)C(O)=C(C(=O)c2ccco2)C1c1ccc(OC(C)C)cc1 (stereo unspecified) ?
DTT redox prof: -0.5; Hsp70 activator: 0.1; Diaph inh CS: 7; Diaph act CS: 0.9; S1P3 antagonist: -10; RAM inhibit: -0.1; PMI activator: 1; G6PDH CS: 4; PMI act satM6P: 0.9; L major viab: -5; TLR4-MyD88 BLA: 0

How did O=C(Cc1ccc2c(c1)OCCO2)N1CCN(S(=O)(=O)c2cccs2)CC1 do in these assays?
DTT redox prof: -0.2; Hsp70 activator: -0.3; Diaph inh CS: -5; Diaph act CS: 1.1; S1P3 antagonist: -4; RAM inhibit: 1.4; PMI activator: 1; G6PDH CS: -4; PMI act satM6P: 1; L major viab: -1; TLR4-MyD88 BLA: 14

3 structures out of the list, ordered by SMILES length, ascending.
How did N#C/C(=C(/O)CCl)c1nc2ccccc2[nH]1 do in these assays?
DTT redox prof: -0.5; Hsp70 activator: -0.2; Diaph inh CS: 29; Diaph act CS: 0.7; S1P3 antagonist: -8; RAM inhibit: 0.2; PMI activator: 1.1; G6PDH CS: -6; PMI act satM6P: 0.7; L major viab: 35; TLR4-MyD88 BLA: -18

Results for CCOC(=O)c1sc(NC(=O)CSc2nnc(C)s2)c(C(=O)OCC)c1C ?
DTT redox prof: 0.3; Hsp70 activator: 0.1; Diaph inh CS: 35; Diaph act CS: 0.7; S1P3 antagonist: 19; RAM inhibit: 2.0; PMI activator: 0.9; G6PDH CS: -4; PMI act satM6P: 0.9; L major viab: 11; TLR4-MyD88 BLA: 13

Results for Cc1cccc(OCCNc2cc(N3CCN(C)CC3)ccc2[N+](=O)[O-])c1 ?
DTT redox prof: 0.1; Hsp70 activator: -0.1; Diaph inh CS: 11; Diaph act CS: 0.9; S1P3 antagonist: 28; RAM inhibit: 0.8; PMI activator: 0.9; G6PDH CS: 13; PMI act satM6P: 0.8; L major viab: 48; TLR4-MyD88 BLA: 12

Additional structures
How did Cc1nc2ccccc2c(=O)n1NC(=O)c1cncc(Br)c1 do in these assays?
DTT redox prof: 0.4; Hsp70 activator: -0.3; Diaph inh CS: -2; Diaph act CS: 1; S1P3 antagonist: -5; RAM inhibit: 0.4; PMI activator: 1; G6PDH CS: 8; PMI act satM6P: 1; L major viab: -4; TLR4-MyD88 BLA: 1

What do the screens show for `O=C(CN1C(=O)CCC1=O)Nc1ccc(Cc2ccc(NC(=O)CN3C(=O)CCC3=O)cc2)cc1`?
DTT redox prof: -1.2; Hsp70 activator: -0.1; Diaph inh CS: 1; Diaph act CS: 1; S1P3 antagonist: 2; RAM inhibit: -0.2; PMI activator: 1; G6PDH CS: 1; PMI act satM6P: 0.9; L major viab: -6; TLR4-MyD88 BLA: -13

Results for O=C(O)c1cnc(-c2ccccc2)nc1C(F)(F)F ?
DTT redox prof: -0.2; Hsp70 activator: 0.2; Diaph inh CS: -2; Diaph act CS: 1; S1P3 antagonist: -12; RAM inhibit: 0.5; PMI activator: 1.1; G6PDH CS: 9; PMI act satM6P: 1.1; L major viab: -5; TLR4-MyD88 BLA: -14

How did CCOC(=O)N1CCN(C(=O)CCSc2ccc(C)cc2)CC1 do in these assays?
DTT redox prof: 3.6; Hsp70 activator: 0.1; Diaph inh CS: -11; Diaph act CS: 1.1; S1P3 antagonist: 2; RAM inhibit: 1.2; PMI activator: 1.2; G6PDH CS: 15; PMI act satM6P: 1.3; L major viab: -3; TLR4-MyD88 BLA: 0

Results for O=C(COC(=O)c1ccccc1Br)Nc1ccccc1F ?
DTT redox prof: -1.4; Hsp70 activator: -0.4; Diaph inh CS: 15; Diaph act CS: 0.9; S1P3 antagonist: -5; RAM inhibit: 2.1; PMI activator: 0.9; G6PDH CS: 5; PMI act satM6P: 0.9; L major viab: -6; TLR4-MyD88 BLA: 1

What do the screens show for `Cc1ccc(C(=O)NCc2ccccn2)o1`?
DTT redox prof: -0.2; Hsp70 activator: -0.1; Diaph inh CS: 3; Diaph act CS: 1; S1P3 antagonist: -1; RAM inhibit: 1.1; PMI activator: 1.1; G6PDH CS: 3; PMI act satM6P: 1; L major viab: -4; TLR4-MyD88 BLA: -5

Results for CCC(=O)N1CCN(c2ccc(NC(=S)NC(=O)c3cccc([N+](=O)[O-])c3)cc2)CC1 ?
DTT redox prof: -3.9; Hsp70 activator: -0.3; Diaph inh CS: 35; Diaph act CS: 0.7; RAM inhibit: 5.2; PMI activator: 1; G6PDH CS: -1; PMI act satM6P: 1; L major viab: -4; TLR4-MyD88 BLA: -9

What do the screens show for `Cc1ccc(NC(=S)NCCc2ccc(S(N)(=O)=O)cc2)cc1C`?
DTT redox prof: 0.0; Hsp70 activator: -0.3; Diaph inh CS: 10; Diaph act CS: 0.9; S1P3 antagonist: -8; RAM inhibit: 1.0; PMI activator: 0.9; G6PDH CS: -3; PMI act satM6P: 0.9; L major viab: 2; TLR4-MyD88 BLA: -13

What do the screens show for `CCOc1ccc(-n2c(C)cc(/C=N/N(C)C)c2C)cc1`?
DTT redox prof: -2.0; Hsp70 activator: 0.1; Diaph inh CS: 14; Diaph act CS: 0.9; S1P3 antagonist: -9; RAM inhibit: 2.5; PMI activator: 0.8; G6PDH CS: 10; PMI act satM6P: 0.8; L major viab: 14; TLR4-MyD88 BLA: -5

Results for Cn1c(SCc2ccccn2)nnc1-c1cnccn1 ?
DTT redox prof: -0.3; Hsp70 activator: 0.1; Diaph inh CS: -1; Diaph act CS: 1; S1P3 antagonist: 20; RAM inhibit: 1.7; PMI activator: 1.1; G6PDH CS: 3; PMI act satM6P: 1; L major viab: -7; TLR4-MyD88 BLA: 1

How did CCOc1ccc(CC2S/C(=N/N=C/c3ccco3)NC2=O)cc1 (stereo unspecified) do in these assays?
DTT redox prof: 1.0; Hsp70 activator: 0.1; Diaph inh CS: 2; Diaph act CS: 1; S1P3 antagonist: 9; RAM inhibit: 2.0; PMI activator: 0.9; G6PDH CS: 12; PMI act satM6P: 0.9; L major viab: 34; TLR4-MyD88 BLA: 10

Results for O=C(CCNS(=O)(=O)c1ccc(Cl)cc1)NCc1cccnc1 ?
DTT redox prof: 0.1; Hsp70 activator: -0.3; Diaph inh CS: 13; Diaph act CS: 0.9; RAM inhibit: 0.2; PMI activator: 1; G6PDH CS: -1; PMI act satM6P: 1; L major viab: -8; TLR4-MyD88 BLA: -5

How did CC1CCCCN1C(=O)CSc1nc(-c2ccccc2)cc(=O)[nH]1 (stereo unspecified) do in these assays?
DTT redox prof: 1.8; Hsp70 activator: -0.3; Diaph inh CS: 20; Diaph act CS: 0.8; S1P3 antagonist: -9; RAM inhibit: 0.3; PMI activator: 0.9; G6PDH CS: -4; PMI act satM6P: 0.9; L major viab: -3; TLR4-MyD88 BLA: 1
